# esBAF inh: inhibitors of esBAF chromatin remodeling in mouse ES cells; Bmi1-luciferase knock-in reporter, 24 h; 100% = twice the neutral-well signal; reporter increase, % at 12.5 µM; 2% of 350,000 active; in the data active = activation above about 40%; inconclusive = no clear call, values can overlap the other calls;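 note: 0% = median of the plate's neutral control wells and 100% = double that signal; a rise in the Bmi1 reporter signal indicates esBAF inhibition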
# RAD54 inh: RAD54 (human) branch migration inhibition; inhibition, % at 10.4 µM; RAD54 Holliday junction branch migration, FAM/BHQ fluorescence; AID 602329; 0.14% of 360,000 active; Q92698;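 active = mean normalized replicate activity at least 40 and at least half of replicates scoring 40 or more; inconclusive = only one of the two criteria met; inactive = mean below 40 and under half of replicates reaching 40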;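 note: 0% = median of neutral control wells and 100% = median of positive control wells; inhibitors cause a drop in the FAM fluorescence signal; in these data hits start at about 50%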
# Target sequence (Q92698 whole entry, looked up): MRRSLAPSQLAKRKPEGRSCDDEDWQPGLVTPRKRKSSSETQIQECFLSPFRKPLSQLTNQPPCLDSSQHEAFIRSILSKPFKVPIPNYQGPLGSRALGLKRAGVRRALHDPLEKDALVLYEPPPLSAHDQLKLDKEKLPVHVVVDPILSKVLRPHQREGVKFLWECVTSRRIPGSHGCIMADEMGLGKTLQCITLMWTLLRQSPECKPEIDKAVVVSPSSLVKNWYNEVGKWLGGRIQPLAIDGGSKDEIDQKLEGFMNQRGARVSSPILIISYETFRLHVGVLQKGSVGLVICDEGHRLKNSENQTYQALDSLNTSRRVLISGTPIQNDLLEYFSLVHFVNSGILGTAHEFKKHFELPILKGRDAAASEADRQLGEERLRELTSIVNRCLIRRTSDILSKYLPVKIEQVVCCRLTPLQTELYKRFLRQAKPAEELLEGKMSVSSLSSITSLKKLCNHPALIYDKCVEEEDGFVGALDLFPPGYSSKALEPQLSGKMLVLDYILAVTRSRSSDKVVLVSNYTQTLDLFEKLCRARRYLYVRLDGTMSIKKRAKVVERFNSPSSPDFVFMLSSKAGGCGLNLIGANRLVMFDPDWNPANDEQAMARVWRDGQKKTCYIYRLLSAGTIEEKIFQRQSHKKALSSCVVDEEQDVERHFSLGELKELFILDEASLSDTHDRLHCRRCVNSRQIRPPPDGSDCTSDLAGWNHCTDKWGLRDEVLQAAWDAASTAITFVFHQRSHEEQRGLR
# Starred values were filed as active, the others as inactive; ? = inconclusive.
SMILES,esBAF inh,RAD54 inh
O=C(O)C1CCCCC1C(=O)NCCCc1ccccc1 (centres undefined),0,-10
Cc1nnn(C23CC4CC(CC(C4)C2)C3)n1,-2,-7
O=C(O)c1cnn2c1NC(c1cccs1)CC2C(F)(F)F (centres undefined),-1,7
Cn1ncc(C#N)c1NC(=O)c1cc(-c2ccccc2Cl)on1,21,2
COC(=O)C(C)N1C(=O)S/C(=C/c2cc(C)n(-c3ccccn3)c2C)C1=O (centres undefined),-9,2
O=S(=O)(c1ccccc1)n1ccc2ccccc21,5,-2
O=C(NCc1ccco1)C(Cc1ccccc1)NS(=O)(=O)c1cccc2nsnc12 (centres undefined),-2,0
Cc1ccccc1N(CC(=O)N1CCN(c2ccccc2)CC1)S(C)(=O)=O,-6,-2
CC1CCC(C(=O)NC(C(=O)NCCN2CCC(C)CC2)C(C)C)CC1 (centres undefined),3,-9
CNc1nc(Nc2ccc(C(=O)OC)cc2)c2sccc2n1,5,-9
CC(C)Cn1nc(NC(=O)C2CCCO2)c2cc3ccccc3nc21 (centres undefined),3,-2
COc1ccc(/C(C#N)=C/c2c(-c3ccc(Cl)cc3)nc3c(C)cccn23)cc1,-2,1
CC(=O)Nc1ccc(-c2nn[nH]n2)cc1Cl,-4,-11
CC(=O)Nc1cc2c(cc1NC(=O)Cn1nc(-c3ccccc3F)ccc1=O)OCCO2,-4,1
CN(C)c1ccc(C=C2C(=O)OC(C)(C(C)(C)C)OC2=O)cc1 (centres undefined),-5,-5
CC(C)(C)CC(=O)Nc1ccc(C(N)=O)cc1,3,0
COCCNc1nc(SCC(=O)N2CCN(c3ccccc3)CC2)nc2ccccc12,5,-9
C=CCN(C(=O)CNC(=O)c1ccco1)C(C(=O)NC1CCCCC1)c1ccc(OC)cc1 (centres undefined),6,4
CCOC(=O)/C(C#N)=C\c1cc(C)n(-c2ccccc2)c1C,-34,-6
C/C(=N\NC(=S)NC(C)C)c1ccc(-n2ccnc2)cc1,-10,9
COc1ccc(CC(=O)NNC(=S)Nc2ccccc2)cc1Br,-3,6
CCNc1nc(Oc2ccc(=O)[nH]n2)nc(SC)n1,0,0
CCCSc1nc(C)c(CC(=O)O)c(=O)[nH]1,-2,2
Cc1onc(-c2ccccc2)c1C(=O)N1CCN(S(=O)(=O)c2ccc3c(c2)OCCO3)CC1,9,7
Cc1noc(C)c1COC(=O)c1cccc(S(=O)(=O)N2CCCCCC2)c1,-22,1
c1ccc2sc(N3CCN(Cc4nnnn4CC4CCCO4)CC3)nc2c1 (centres undefined),24,2
COc1ccc(OC)c(NC(=O)CSc2ncccc2C(=O)O)c1,-2,5
CCC[C@@H](CN1CCC[C@H]1CN1C(N)=NC[C@@H]1Cc1ccccc1)N1C[C@@H]([C@H](C)CC)N(CCCC2CCCC2)C1=N,-31,?
CC(=O)c1cc2c(cc1NC(=O)Nc1cccc(Cl)c1)OCCO2,-42,1
CC(C)COC(=O)N(C)c1ccc(C(O)(C(F)(F)F)C(F)(F)F)cc1,45*,-5
CN(C)CCN1CC(C(=O)O)CC1=O (centres undefined),-4,-12
O=C(Nc1nc2cc(Cl)ccc2s1)C1CCCN(S(=O)(=O)c2cccc3cccnc23)C1 (centres undefined),-5,-8
C=CCn1c(CCNC(=O)C(C)(C)C)nc2ccccc21,8,-8
CCc1cc(=O)oc2cc(C)c(CN3CCCC3)c(O)c12,-3,-4
CC(=O)c1ccc(N2CCCCCC2)c(F)c1,34,1
COc1ccc2c(c1OC)CN1CCc3cc4c(cc3[C@@H]1[C@@H]2O)OCO4,-4,1
Nc1cccc2c1C(=O)N(C(=O)c1ccc(Cl)c(S(=O)(=O)N3CCCCCC3)c1)C2=O,2,0
CN(C)S(=O)(=O)N1CCN(C(=O)N2CCOCC2)CC1,-4,3
Cc1cccc(NC(=O)C2CCN(S(=O)(=O)c3cccs3)CC2)c1,6,-16
COc1ccccc1/C=N/NC1=NCCCCC1,-5,-8
Clc1ccc(-n2nnnc2-c2ccccc2)cc1,-2,3
COc1ccc(OC)c(C(=O)c2oc3ccccc3c2NC(C)=O)c1,-9,2
Cc1nn(-c2ccccc2)c2[nH]c(=O)c(CNCC3CCCO3)cc12 (centres undefined),6,-4
CCC(=O)Nc1ccc(Oc2ccc3c(c2)C(=O)N(c2ccc(O)cc2)C3=O)cc1,6,1
Cc1cc(N2C(=O)CC(N3CCN(c4ccc(C(=O)c5cccs5)cc4)CC3)C2=O)no1 (centres undefined),23,10
CCOC(=O)Cn1nnnc1CN(CCc1ccccc1)Cc1cc2cc(CC)ccc2[nH]c1=O,16,-6
CC(C)C[C@H]1CN=C(Nc2ccccc2)N1CC1CCC(C(C)(C)C)CC1 (some centres undefined),-15,22
O=c1[nH]c2cc3c(cc2cc1C(c1nnnn1Cc1ccccc1)N1CCCCCC1)OCCO3 (centres undefined),10,2
CCN1C(=O)/C(=C\N2CCN(c3cccc(Cl)c3)CC2)SC1=S,0,-9
O=C(Nc1nncs1)C1(c2ccccc2)CCCC1,-1,-1

# Other records follow:
SMILES,esBAF inh,RAD54 inh
COc1cccc(CC(NC(C)=O)C(=O)NC2CCN(S(=O)(=O)c3cccc4ccccc34)CC2)c1 (centres undefined),-3,-2
[O-][n+]1onc2c1CCc1c-2nc(-c2ccccc2)n1OCc1ccccc1,-3,-2
COc1cc(NC(=O)c2cccs2)c(C(=O)OCC(=O)NC(=O)NCc2ccccc2)cc1OC,-2,0
[O-][N+]1=C(c2cccs2)CN(O)C1,5,3
Cc1cc(-c2nnc(SCC(=O)N3C(C)CCCC3C)o2)no1 (centres undefined),4,7
COc1ccc2cc(CN(CCO)C(=O)c3ccccc3F)c(=O)[nH]c2c1,-6,-1
O=C(COc1ccc(-c2ccccc2)cc1)N1CCN(C(=O)c2cccnc2)CC1,7,12
CCCCCCn1c(N2CCC(C(N)=O)CC2)nc2c1c(=O)[nH]c(=O)n2C,8,-11
CCOC(=O)CNC(=O)c1ccccc1Br,5,-3
CC1C(=O)C(C)C(c2cccs2)NC1c1cccs1 (centres undefined),5,-13
c1ccc(CSc2nnc(SCc3ccccn3)s2)nc1,32,12
C=CCNC(=O)c1c2c(nc3ccccc13)-c1ccccc1CC2,-11,2
O=C(O)CCc1ccc(-c2ccc(Cl)cc2)n1Cc1ccco1,-5,-6
COc1ccc(OC)c(NC(=O)Cn2cc(C(=O)c3ccco3)c3ccccc32)c1,1,4
Cc1ccccc1N=C/C=C1\N(C)c2ccccc2C1(C)C,-32,-1
Cc1ccc(C(=O)Nc2cccc(C(=O)N3CCN(C)CC3)c2)cc1,28,2
Cn1c(=O)c2c(nc(CN3CCOCC3)n2CC(=O)c2ccccc2)n(C)c1=O,-5,-1
Cc1c(NC(=O)COc2ncnc3ccccc23)c(=O)n(-c2ccccc2)n1C,3,-2
COc1nc2c(s1)C(=O)NCCC2,0,-2
Cc1cc(C)c2c(n1)nn1c(NCCCN(C)C)cc(C)nc21,-1,27

# Whole records, quoted from the list.
# Record of `Cc1cc(C)c2c(n1)nn1c(NCCCN(C)C)cc(C)nc21` : esBAF inh = -1; RAD54 inh = 27
# Record of `C=CCNC(=O)c1c2c(nc3ccccc13)-c1ccccc1CC2` : esBAF inh = -11; RAD54 inh = 2

# (cont.)
SMILES,esBAF inh,RAD54 inh
CC1=NN(c2ccc(C(=O)OC(C)C)cc2)C(=O)/C1=C\C=C\c1ccco1,-2,1
COc1ccc2cc(CN(CC3COCCO3)S(=O)(=O)c3ccc(Cl)cc3)c(=O)[nH]c2c1 (centres undefined),2,5
NC(=O)c1nsc(C(=O)N(CC(=O)NCc2ccc3c(c2)OCO3)C2CCCC2)c1N,3,3
CCn1c2ccccc2c2cc(NC(=O)C/C(C)=N/NC(=O)c3ccccc3N)ccc21,21,5
O=C1c2cccc3c([N+](=O)[O-])ccc(c23)C(=O)N1c1ccc(Cl)cn1,-2,-3
CCC(=O)N(Cc1cc2cc(OC)ccc2[nH]c1=O)c1cc(C)ccc1C,15,?
CCOc1cc(CNCCO)cc(Br)c1OCc1ccccc1Cl,-6,8
C/C(=N/NC(=O)CSCc1ccc(Cl)cc1)c1cccc(NC(=O)c2ccccc2)c1,8,-2
N#C/C(=C\c1ccccc1)c1nc2ncccc2[nH]1,17,3
CC(=O)c1cc(-c2ccc(F)cc2)n(CCC(=O)Nc2cc(C)[nH]n2)c1C,-4,-1
S=c1[nH]nc(-c2cnccn2)n1-c1ccccc1,-9,1
COc1ccc(C(=O)N2CCC(C(=O)NCc3ccccn3)CC2)cc1,5,-5
O=C1N/C(=C\c2ccccc2)c2ccccc21,25,2
CCOc1nc(Oc2cccc(C(=O)O)c2)nc(Oc2cccc(C(=O)O)c2)n1,-9,2
Cc1occc1C(=O)Nc1ccc(S(=O)(=O)N2CCCC2)cc1,40,8
COCC(C)n1c(SCC(=O)NC(=O)Nc2ccc3c(c2)OCCO3)nc2ccccc2c1=O (centres undefined),11,4
Cc1c(NC(=O)CSc2n[nH]c(-c3ccccc3)n2)c(=O)n(-c2ccccc2)n1C,-4,0
CCn1c(Cc2c(C)[nH]c3ccccc23)n[nH]c1=S,-2,5
O=C(/C=C/c1ccc2c(c1)OCO2)Nc1nc(-c2ccccc2)cs1,17,2
O=c1c2ccccc2nc(-c2ccc(Cl)c(Cl)c2)n1O,-10,7

# Three entries out of the list above, sorted by the value under esBAF inh, descending.
canonical_smiles	esBAF inh
c1ccc(CSc2nnc(SCc3ccccn3)s2)nc1	32
O=C(COc1ccc(-c2ccccc2)cc1)N1CCN(C(=O)c2cccnc2)CC1	7
[O-][N+]1=C(c2cccs2)CN(O)C1	5

# The listing continues.
SMILES,esBAF inh,RAD54 inh
CCOC(=O)C1(CC)CC(CSc2nc3ccccc3[nH]2)OC1=O (centres undefined),-7,2
O=C(CCS(=O)(=O)c1ccc(Br)cc1)N1CCN(Cc2ccccc2)CC1,-9,-10
O=C(N/C=N/OCc1cccc(C(F)(F)F)c1)N1OC[C@@H]2COc3ccc4ccccc4c3[C@@H]21,2,11
CN(CC(=O)N1CCCC1)S(=O)(=O)c1cc(Cl)ccc1Cl,-3,-1
CN(C)S(=O)(=O)c1cc(C(=O)NCC2CCCO2)c(Cl)cc1Cl (centres undefined),-4,-5
O=C(Cc1cc(=O)[nH][nH]1)N/N=C/C=C/c1ccccc1,24,0
CCOc1ccc(CC(=O)Nc2sc(Cc3ccccc3)c(C)c2C(N)=O)cc1OCC,5,-3
CC(C)OC(=O)CSc1nnc(-c2ccccn2)n1C,5,1
COc1cc(NS(=O)(=O)c2ccc(N=Cc3c(C)[nH]n(-c4ccccc4)c3=O)cc2)nc(OC)n1,1,-2
Cc1cccc(NC(=O)CSc2nnc(-c3ccc(S(=O)(=O)N4CCOCC4)cc3)n2C)c1,-4,5
O=C(CCCc1ccccc1)NCCCN1CCOCC1,-4,-7
Cc1cc2c(ccc3[nH]onc32)n1,-8,-9
CCCS(=O)(=O)N1CCCC(C(=O)NCCc2ccc(Cl)cc2)C1 (centres undefined),-1,-3
O=C1c2ccccc2C(=O)N1CCCc1nc(-c2ccccn2)no1,4,-5
COc1ccccc1C1CC(c2ccc(Cl)cc2)Nc2ncnn21 (centres undefined),-3,-7
C/C(=N\NC(=O)c1ccccc1O)C1C(=O)c2ccccc2C1=O,81*,21
CCn1c(SCC(=O)Nc2nccs2)nnc1-c1ccc(C)cc1,14,3
Cc1[nH]c2nc3ccccc3n2c(=O)c1CCC(C)C,-8,-8
O=C(NCc1ccccn1)c1ccc(COc2ccc(Cl)cc2)o1,5,3
OC1(c2cccnc2)CCN(Cc2nnnn2C2CCCCC2)CC1,-1,-1
O=C(CSc1ccc(-c2cccs2)nn1)N1CCCCC1,33,-3
Cc1ccc2[nH]c3c(c2c1)CCC3=O,11,8
O=C(NCc1ccc2c(c1)OCO2)C1CC(c2ccc(Cl)cc2)=NO1 (centres undefined),-3,4
COc1ccc2c(-c3cccnc3)cc(=O)[nH]c2c1,-3,-4
COc1ccc(OC)c(C2C(C#N)=C(N)Oc3cc(C)[nH]c(=O)c32)c1 (centres undefined),-12,5
O=C(CNC(=S)NC(=O)c1ccco1)c1ccccc1,17,5
Cc1cccc(NC(=O)NNC(=O)c2cc(-c3ccccc3Cl)nc3ccccc23)c1,0,5
COC(=O)c1c(N)n(-c2ccc(NC(C)=O)cc2)c2nc3ccccc3nc12,-14,-1
CCNC(=O)CCn1nc(-c2ccc(Cl)cc2)c2ccccc2c1=O,-1,-5
CC(=O)CCn1c(=O)n(CCC(C)=O)c(=O)n(CCC(C)=O)c1=O,-8,-54
CCC(=O)c1ccc(OCC(O)CN2CCOCC2)cc1 (centres undefined),-7,-8
O=C(c1ccccc1F)N1CCN(c2ccccc2)CC1,1,-1
Cc1ccc(S(=O)(=O)c2c(C)cc(C)nc2Cl)c(C)c1,2,-25
CCCn1c(CCc2ccccc2)nnc1SCC(=O)N1CCOCC1,-1,4
CC1(C)CC(=O)/C(=C(\O)c2ccccc2)C(=NCCO)C1,-2,6
COc1cc(/C=N/NC(=O)CCc2c(C)n[nH]c2C)ccc1O,-13,3
CN1/C(=C\C(=O)c2cccs2)Sc2ccccc21,-3,1
CCCC(=O)Nc1ccc(C(=O)N/N=C2\CC(=O)CC(C)(C)C2)cc1,-9,-10
O=C(Cn1c(=O)n(Cc2ccc3c(c2)OCO3)c(=O)c2ccccc21)N1CCCc2ccccc21,1,6

# Copied from the list:
# esBAF inh with CCCCCCn1c(N2CCC(C(N)=O)CC2)nc2c1c(=O)[nH]c(=O)n2C = 8
# esBAF inh with COc1ccc2cc(CN(CCO)C(=O)c3ccccc3F)c(=O)[nH]c2c1 = -6
# esBAF inh with COC(=O)c1c(N)n(-c2ccc(NC(C)=O)cc2)c2nc3ccccc3nc12 = -14
# esBAF inh with COc1ccc(OC)c(NC(=O)CSc2ncccc2C(=O)O)c1 = -2
# esBAF inh with CN(CC(=O)N1CCCC1)S(=O)(=O)c1cc(Cl)ccc1Cl = -3
# RAD54 inh with Cc1cc(C)c2c(n1)nn1c(NCCCN(C)C)cc(C)nc21 = 27

# Screening data from PubChem.

# An excerpt; count on the stated rates, not on these rows.
